Bioassay records as filed in PubChem BioAssay.
14-3-3g Raf – alters human 14-3-3 gamma binding to Raf peptide. FP, 14-3-3gamma / TMR-pS259-Raf peptide binding. inhibition, % at 40 µM. actives 0.19% (n = 160,000); in the data active means inhibition above about 30%;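 further: 0% = protein plus tracer without compound and 100% = blank with tracer alone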
Target sequence (P61981 whole entry, looked up): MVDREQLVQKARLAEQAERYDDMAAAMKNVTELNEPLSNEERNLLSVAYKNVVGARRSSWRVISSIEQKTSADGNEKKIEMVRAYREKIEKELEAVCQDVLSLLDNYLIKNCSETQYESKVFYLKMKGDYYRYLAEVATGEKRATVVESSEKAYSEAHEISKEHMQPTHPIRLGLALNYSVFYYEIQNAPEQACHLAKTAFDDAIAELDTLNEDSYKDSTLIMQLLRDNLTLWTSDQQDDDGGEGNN
The depositor's hits bear a star; & = joins results of further samples. This is a subset; rates above refer to the full screens.

SMILES	14-3-3g Raf
COc1ccc(C2C(C(=O)NCCC3=CCCCC3)c3ccccc3C(=O)N2C2CCCCC2)cc1 (stereo unspecified)	-1
O=C(COc1ccc(Cl)cc1C1CCCCC1)Nc1ccccc1F	0
Cc1cccc(-n2c(CNC(=O)c3ccccc3)nnc2SCC(=O)Nc2nccs2)c1	2
COc1cccc(C(=O)Oc2c(Sc3ccccc3)c(C)nn2-c2ccccc2)c1OC	-2
CC1CCN(S(=O)(=O)c2ccc3nc(-c4cccnc4)cc(C(=O)NCCCN4CCCCC4C)c3c2)CC1 (stereo unspecified)	-3
COc1cc(OC)cc(C(=O)Nc2cc(C34CC5CC(CC(C5)C3)C4)ccc2C)c1	-3
CC(=O)Oc1ccc2nsnc2c1	-12
O=C(O)c1cccc(NS(=O)(=O)c2cnc[nH]2)c1	12
Cc1ccc(-c2noc(CCC(=O)NCC3CCCO3)n2)cc1 (stereo unspecified)	-2
CCCCCCn1c(SCc2ccc(Cl)cc2)nc2c1c(=O)n(C)c(=O)n2C	-1
O=C(O)c1ccc(SCc2cccnc2)c([N+](=O)[O-])c1	-1
Cc1c(Cl)cccc1-n1c(-c2ccncc2)n[nH]c1=S	-13
Cc1c(C(c2ccccc2Cl)c2c(C)n(C)n(-c3ccccc3)c2=O)c(=O)n(-c2ccccc2)n1C	-4
O=C(Cn1cccc1)Nc1ccc(OC(F)(F)F)cc1	-2
O=C1CC(c2cccs2)Cc2nc(NCC3CCCO3)ncc21 (stereo unspecified)	-12
Cc1nc2cc(-c3ccc(C(C)(C)C)cc3)nn2c(N)c1-c1ccccc1	-8
CCCCOC(=O)C1=C(C)NC2=C(C(=O)CCC2)C1c1ccccn1 (stereo unspecified)	-2
O=c1nc(C=Cc2cc3c(cc2[N+](=O)[O-])OCO3)cc(C(F)(F)F)[nH]1	-7
O=C(CSc1nccn1-c1ccc(F)cc1)Nc1ccccc1C(F)(F)F	-7
CCC(SC1=Nc2ccccc2C2=NC(Cc3c[nH]c4ccccc34)C(=O)N12)C(=O)Nc1ccc2c(c1)OCO2 (stereo unspecified)	-83
Cc1cccc(Nc2cc(=O)[nH]c(=O)[nH]2)c1	3
Cc1nc2nc(-c3ccco3)[nH]n2c(=O)c1Cc1ccccc1	-12
Cn1c(=O)c2c(nc(NCCNC(=O)c3ccco3)n2Cc2ccc(Cl)cc2Cl)n(C)c1=O	-13
CCCCc1nnc(SCCSc2nnc(CCCC)n2N)n1N	1
Cc1cc(C)cc(-n2nc3c(c2NC(=O)c2ccc(S(=O)(=O)N4CCCCC4)cc2)CSC3)c1	-31
Remaining list, next part.
SMILES	14-3-3g Raf
CCOC(=O)C(Cc1c[nH]c2ccccc12)NC(=O)c1ccc([N+](=O)[O-])cc1Cl (stereo unspecified)	-38
O=C(Cn1c(=O)n(Cc2ccco2)c(=O)c2ccccc21)NCC1CCCO1 (stereo unspecified)	-9
Cc1ccc(/C(O)=C2\C(=O)C(=O)N(c3ncc(S(=O)(=O)c4ccc([N+](=O)[O-])cc4)s3)C2c2ccc(Cl)cc2)cc1 (stereo unspecified)	-9
O=C1C(=O)N(CCCN2CCOCC2)C(c2cccs2)/C1=C(/O)c1ccc2c(c1)OCO2 (stereo unspecified)	2
O=S(=O)(CCSc1nc2ccccc2o1)c1nc2ccccc2s1	-8
COC(=O)c1ccccc1NC(=O)C1CC(=O)N(c2ccc(F)cc2)C1 (stereo unspecified)	-1
CCOc1ccc(C(=O)Nc2cccc(-c3nc4cc(C)cc(C)c4o3)c2)cc1[N+](=O)[O-]	3
Cc1ccc(C(=O)O)cc1S(=O)(=O)N1CCC(C(=O)O)CC1	-1
CC1CCC(C(=O)NC(C(=O)Nc2ccc3c(c2)OCO3)C(C)C)CC1 (stereo unspecified)	-20
COC(=O)Cn1c(CN2CCOCC2)nc2c1c(=O)n(C)c(=O)n2C	1
CCN1CCN(C2CCN(C(C)=O)CC2)CC1	3
O=C(NCC12CC3CC(C1)CC(CNC(=O)N1CCCC1)(C3)C2)N1CCCC1	-4
CC(=O)NCCc1ccc(S(=O)(=O)NC2OC(=O)c3ccccc32)cc1 (stereo unspecified)	-6&0
O=C(O)c1ccc(O)c(N2C(=O)c3ccc(Oc4cccc([N+](=O)[O-])c4)cc3C2=O)c1	-5
Cc1c(C#N)c2ccccc2n1CC(=O)NCC1CCCO1 (stereo unspecified)	-9&-16
Cc1ccc2c(c1)N(C(=O)CSc1nncn1C)C(C)(C)c1ssc(=S)c1-2	-3
N#CCn1cnc2scc(-c3ccccc3)c2c1=O	4
O=C(NCCSCc1ccccc1)C1CCC(Cn2c(=S)[nH]c3ccccc3c2=O)CC1 (stereo unspecified)	-1
Cc1ccc(-c2cc3nc(C)cc(=O)n3[nH]2)cc1	1
COc1ccc(CCNC(=O)Cn2nc(-c3ccc(Cl)cc3)ccc2=O)cc1OC	-3
Cc1nc2c(C(=O)NCCc3ccccc3)cnn2c(C)c1Cc1ccccc1	-4
CN(C)CCOC(=O)COc1ccc(Cl)cc1	1
CCc1cc(=O)oc2cc(C)cc(OC(C)C(=O)O)c12 (stereo unspecified)	-4
CC(=O)Nc1ccc(S(=O)(=O)N2CCCN(S(=O)(=O)c3ccc(C)cc3)CC2)cc1	0
O=C(Cn1cnc2ccccc2c1=O)NCCC(=O)Nc1ccccc1C(F)(F)F	-3
The list continues.
SMILES	14-3-3g Raf
O=S(=O)(Nc1nc2ccccc2nc1N1CCc2ccccc2C1)c1ccccc1	-3
CNc1oc(-c2ccccc2)nc1C#N	2
COC(=O)c1ccccc1NC(=O)Cc1c(C(=O)O)[nH]c2ccc(Cl)cc12	-1
CCOC(=O)C1CCN(C(=O)Cc2c(C(=O)O)n(CC)c3ccccc23)CC1	5
CCOc1ccc(-n2c(SCC(=O)Nc3ccccc3F)nc3c([nH]c4ccccc43)c2=O)cc1	1
COc1ccc2[nH]c(=O)c(CN(C(=O)c3cccnc3)c3ccccc3OC)cc2c1	-5
COc1ccc2c(c1)CCc1c(C(=O)Nc3c(C)nn(Cc4ccc(C)cc4)c3C)noc1-2	-5
CCSc1nnc2c(n1)OC(c1ccc(N(CC)CC)cc1OC)N(C(C)=O)c1ccccc1-2 (stereo unspecified)	-3
O=C(Nc1cccc(NC(=O)c2ccc(Br)o2)n1)c1ccc(Br)o1	-4&-27
O=C(Nc1ccc(Oc2ccccc2)cc1)c1ccco1	-2
CCC1CCCCN1Cc1nc2c(c(=O)n(C)c(=O)n2C)n1CCC(C)C (stereo unspecified)	4
CC1=NN(C(=O)CSc2nnc(-c3ccncc3)o2)C(C)(O)C1 (stereo unspecified)	-7
O=[N+]([O-])c1c(N2CCN(CCO)CC2)ccc2nonc12	-52
CCOc1ccc(-n2nc(C(=O)Nc3cc([N+](=O)[O-])ccc3OC)c3ccccc3c2=O)cc1	-1
Cc1cc(C(=O)NCCCN2CCCC2=O)no1	-9
COc1cccc(Nc2c3c(nc4ccc(Cl)cc24)CCC3)c1	-5
COc1ccc(N2C(=O)CCC(C(=O)N3CCN(c4ccc(F)cc4)CC3)C2c2ccc(OC)c(OC)c2)cc1 (stereo unspecified)	-2
O=C(C1CC1)N1CCN=C1SCc1ccc(C(F)(F)F)cc1	-5
O=C(O)C1Sc2[nH]c(=O)sc2C2c3ccccc3OC(=O)C12 (stereo unspecified)	-34
CC1CCc2sc(NC(=O)c3ccc(Cc4ccccc4)cc3)c(C(N)=O)c2C1 (stereo unspecified)	1
Cc1c(Cl)c(C(F)(F)F)nn1CC(=O)Nc1ccc(C#N)cc1	3
O=C(Nc1cnc2ccccc2c1)c1ccccc1[N+](=O)[O-]	-18
NC(=O)CCSCCC(N)=O	-2
CC(C)(C)c1ccc(OCC(=O)Nc2ccc3oc(-c4ccc(F)cc4)nc3c2)cc1	-6
CCCC(=O)Nc1ccc(-c2nc3cc(C)ccc3o2)cc1	6

Structures listed so far with a COOH group, in the order listed:
SMILES	14-3-3g Raf
O=C(O)c1cccc(NS(=O)(=O)c2cnc[nH]2)c1	12
O=C(O)c1ccc(SCc2cccnc2)c([N+](=O)[O-])c1	-1
Cc1ccc(C(=O)O)cc1S(=O)(=O)N1CCC(C(=O)O)CC1	-1
O=C(O)c1ccc(O)c(N2C(=O)c3ccc(Oc4cccc([N+](=O)[O-])c4)cc3C2=O)c1	-5
CCc1cc(=O)oc2cc(C)cc(OC(C)C(=O)O)c12 (stereo unspecified)	-4
COC(=O)c1ccccc1NC(=O)Cc1c(C(=O)O)[nH]c2ccc(Cl)cc12	-1
CCOC(=O)C1CCN(C(=O)Cc2c(C(=O)O)n(CC)c3ccccc23)CC1	5
O=C(O)C1Sc2[nH]c(=O)sc2C2c3ccccc3OC(=O)C12 (stereo unspecified)	-34

Remaining list, next part.
SMILES	14-3-3g Raf
Cc1cc(C)nc(-n2nc(C)c(C3(O)C(=O)Nc4ccc(F)cc43)c2N)n1 (stereo unspecified)	2
CC(NC(=O)C1CCN(c2nnc(-n3cccc3)s2)CC1)C12CC3CC(CC(C3)C1)C2 (stereo unspecified)	-2
Cc1nc(CC(=O)Nc2nc(C(C)(C)C)cs2)cs1	5
Cc1ccc(C(=O)Nc2cccc(-c3nc4ccc(NC(=O)c5ccc(C)cc5)cc4o3)c2)cc1	-182
CCC(C)NC(=O)Cn1cnc2scc(-c3ccc(C)cc3)c2c1=O (stereo unspecified)	-16
O=C(Nc1ccccc1Oc1ccccc1)C1CC1	2
O=C(CSc1nnc(-c2cnccn2)n1Cc1ccco1)Nc1ccc(Br)cc1	-5
CCCSc1nnc2c(n1)OC(c1ccccc1OC)N(C(C)=O)c1ccccc1-2 (stereo unspecified)	-1
Cc1cccc(N2CCN(C(=O)C3CCN(S(=O)(=O)c4cccc5cccnc45)CC3)CC2C)c1 (stereo unspecified)	0
Cc1ccc(/C=N/n2c(C)nnc2C)cc1	-1
CCOC(=O)CC(/C(C)=N\O)c1ccccc1 (stereo unspecified)	2
Cc1ccccc1NCc1ccccc1O	7
CC1=NN(C(=O)c2ccccc2[N+](=O)[O-])C(C)(O)C1 (stereo unspecified)	-6
CCc1cc(=O)oc2c(CN3CCCC3)c(O)c(Cl)cc12	-1
Cc1sc2nc(SCC(=O)NCc3ccco3)n(-c3ccccc3)c(=O)c2c1C	-6
CCN(CC)CCCN(Cc1cc2cc3c(cc2[nH]c1=O)OCCO3)C(=O)Nc1ccccc1	1
Cn1c2c(c(=O)[nH]c1=O)C(c1cccc(Br)c1)C1=C(N2)c2ccccc2C1=O (stereo unspecified)	-47
CC(C)NC(=O)c1cc(=O)[nH]c2ccc(S(=O)(=O)N3CCCC3)cc12	-6
CC(=O)N1c2ccccc2C(=O)OC1c1cccnc1 (stereo unspecified)	1
O=[N+]([O-])c1ccc(S(=O)(=O)N2CC3C=CC2C3)cc1 (stereo unspecified)	-7
CCCCCCn1c2ccccc2c(=O)c2ccccc21	-3
N#Cc1c(N=Cc2cc3c(cc2Br)OCO3)sc2c1CCCC2	-11
CCc1ccccc1NC(=O)N[C@@H](C)C(=O)OC	-7
Cc1c(C(=O)NCCCN2CCOCC2)sc2ncnc(N3CCN(c4ccccc4)CC3)c12	-6
O=C1c2oc3ccc(F)cc3c(=O)c2C(c2ccncc2)N1CCN1CCOCC1 (stereo unspecified)	-2

Reformatted: 6 of the compounds above.
14-3-3g Raf | SMILES
-2 | CC(NC(=O)C1CCN(c2nnc(-n3cccc3)s2)CC1)C12CC3CC(CC(C3)C1)C2 (stereo unspecified)
5 | Cc1nc(CC(=O)Nc2nc(C(C)(C)C)cs2)cs1
-182 | Cc1ccc(C(=O)Nc2cccc(-c3nc4ccc(NC(=O)c5ccc(C)cc5)cc4o3)c2)cc1
-16 | CCC(C)NC(=O)Cn1cnc2scc(-c3ccc(C)cc3)c2c1=O (stereo unspecified)
2 | O=C(Nc1ccccc1Oc1ccccc1)C1CC1
-5 | O=C(CSc1nnc(-c2cnccn2)n1Cc1ccco1)Nc1ccc(Br)cc1

(further entries)
SMILES	14-3-3g Raf
CC(=O)C1=C(O)C(=O)N(c2cc(C(C)(C)C)on2)C1c1ccc(Br)cc1 (stereo unspecified)	-3
COC(=O)c1ccc(C(=O)Nc2nc3c(s2)CCCC3)cc1	-6
CC1(C)N=C(N)NC(Nc2cccc(Br)c2)=N1	-8
CC1CCCCN1S(=O)(=O)c1ccc2[nH]c(=O)cc(C(=O)NCc3ccccc3Cl)c2c1 (stereo unspecified)	-13
CC(=O)Nc1ccc(NC(=O)N2CCCCC2)cc1	-5
CCCCOC(=O)c1ccc(NC(=O)C2CCCO2)cc1 (stereo unspecified)	5
CCOc1ccccc1NC1OC(=O)c2ccccc21 (stereo unspecified)	-1
O=C(NCCc1ccccc1)c1cnc2n(c1=O)CCS2	-12
COc1cc(CNc2ccc(C)cc2)ccc1O	9
O=C1CCC(=O)N1OCCCOc1ccc(Br)cc1Cl	5
O=C(c1ccccc1)c1c[nH]c2cc3c(cc2c1=O)OCO3	-3&-26
NS(=O)(=O)c1ccc(N=Cc2ccccc2F)cc1	6
COc1ccc(-c2n[nH]c(C)c2-c2ccc(Cl)cc2)c(O)c1OC	2
Cc1nc(SCc2cccnc2)[nH]c(=O)c1C#N	-7
Cc1cc(C)c(C#N)c(SCC(=O)NCC(=O)O)n1	-6
CC1CN(S(=O)(=O)c2cccc(-c3cn4cccnc4n3)c2)CC(C)O1 (stereo unspecified)	-4
Cc1ccc(C)c(N2CCN(C(=O)CCCCn3c(=O)[nH]c4ccccc4c3=O)CC2)c1	-6&-2
Cc1ccc(CSc2oc(-c3ccco3)nc2S(=O)(=O)c2ccc(F)cc2)cc1	-20
CC(NC(=O)CCSCc1ccccc1F)c1ccccc1 (stereo unspecified)	2
O=C(Nc1ccc(CN2CCCCC2)cc1)c1ccc(Br)o1	2
CCCc1nn(C)c2c1C(c1ccncc1)C(C#N)=C(N)O2 (stereo unspecified)	1
CCc1cccc(N=Cc2c(O)c(C(=O)Nc3ccccc3)cc3ccccc23)c1	6
CC(=O)NCCc1ccc(S(N)(=O)=O)cc1	-6
COC(=O)c1ccc2c(=O)n(CCc3ccc(S(N)(=O)=O)cc3)c(SCc3ccc(Cl)cc3)nc2c1	-2
C=CCn1c(-c2ccccc2)n[nH]c1=S	13&-2
Clc1ccc2c(c1)c(-c1ccccc1)nc1nnnn12	4
CCCCOC(=O)c1ccc(NC(=O)c2cccs2)cc1	-19
CCC(=O)N1CCc2cc(Br)cc(S(=O)(=O)CCC(=O)NC3CCCCCC3)c21	-7

For convenience, two of the compounds above.
SMILES	14-3-3g Raf
CCCCOC(=O)c1ccc(NC(=O)C2CCCO2)cc1 (stereo unspecified)	5
CCOc1ccccc1NC1OC(=O)c2ccccc21 (stereo unspecified)	-1
